Bim-Mcl-1 – inhibitors of Bim peptide binding to Mcl-1, primary screen, biochemical, bead-based flow cytometry, multiplex; actives 0.1% (n = 190,000); inhibition, % at 10 µM; Bim peptide-Mcl-1 binding; in the data active means inhibition above about 40%;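 further: 0% = no compound tracer wells and 100% = peptide blocker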
Target sequence (Q07820 whole entry, looked up): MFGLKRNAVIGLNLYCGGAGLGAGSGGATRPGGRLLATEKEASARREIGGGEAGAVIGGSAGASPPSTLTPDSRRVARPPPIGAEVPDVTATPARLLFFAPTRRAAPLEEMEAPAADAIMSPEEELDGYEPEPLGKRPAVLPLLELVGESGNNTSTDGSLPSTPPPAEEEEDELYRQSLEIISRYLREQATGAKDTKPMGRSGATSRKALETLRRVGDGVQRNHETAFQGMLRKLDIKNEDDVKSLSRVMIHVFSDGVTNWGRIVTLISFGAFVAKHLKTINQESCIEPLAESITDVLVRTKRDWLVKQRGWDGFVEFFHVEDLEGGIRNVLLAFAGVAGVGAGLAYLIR
Rab2A wt mod – modulators of GTP binding to Rab2A wildtype, primary screen, biochemical, dog, bead-based flow cytometry, multiplex; GST-Rab2 wt beads, Bodipy-GTP binding; GTP binding activity, % at 10 µM; actives 0.19% (n = 190,000); AID 760, 2007;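 active means GTP binding activity at least 20 points away from 100%, either lowered or raised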;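 further: 0% = beads with excess unlabeled GTP and 100% = no-compound control corrected for plate trend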
HRas wt GTP – modulators of GTP binding to HRas wildtype, primary screen, biochemical, bead-based flow cytometry, multiplex; GST-Ras wt beads, Bodipy-FL-GTP binding; actives lie on both sides; GTP binding activity, % at 10 µM; actives 0.14% (n = 190,000); AID 759, 2007;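 active means GTP binding activity at least 20% away from the 100% baseline, either lowered as inhibitor or raised as activator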;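 further: 0% = unlabeled GTP competition control and 100% = no-compound control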
Target sequence (P01112 whole entry, looked up): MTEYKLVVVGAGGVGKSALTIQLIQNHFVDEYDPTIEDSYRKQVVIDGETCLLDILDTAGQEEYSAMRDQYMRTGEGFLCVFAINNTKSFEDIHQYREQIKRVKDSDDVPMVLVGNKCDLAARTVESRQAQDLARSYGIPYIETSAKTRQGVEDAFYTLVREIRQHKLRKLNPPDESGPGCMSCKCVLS
RGS8-Gao – RGS8-Galphao binding modulators, primary screen, biochemical, multiplexed bead flow cytometry; Guanine nucleotide-binding protein G(o) subunit alpha (Homo sapiens), P09471; actives lie on both sides; response (percent of control binding), % at 10 µM; actives 0.34% (n = 220,000); AID 1423, 2008; in the data active means response below about 60% or above about 140%; inactive means in between;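 further: Galphao activated as the GDP aluminium fluoride complex binding bead-coupled RGS8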
Rab7 wt GTP bind – modulators of GTP binding to Rab7, primary screen, biochemical, wildtype, multiplex bead flow cytometry. GST-Rab7 beads, fluorescent GTP binding; actives lie on both sides; untreated = 100%, excess cold GTP = 0%. GTP binding activity (percent of control), % at 10 µM. actives 0.055% (n = 190,000). AID 758, 2007. Rab7 GTPase wild type (dog), Bodipy-FL-GTP binding;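 active means fluorescent GTP binding to Rab7 beads changed by at least 20 points from the 100% baseline, either direction, mostly lower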;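 further: median green fluorescence of bound Bodipy-FL-GTP per Rab7 bead population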
Pf gamet viab – late stage P. falciparum gametocyte viability inhibitors, primary screen, ATP luminescence, HTS; P. falciparum stage V gametocytes, 24 h; inhibition, % at 10.9 µM; actives 0.065% (n = 150,000); AID 743093, 2013;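 active means inhibition above the mean plus 3 SD of compounds within the control limits, set per campaign, cut at about 38% in these data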;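 further: 0% = DMSO wells and 100% = medium only without gametocytes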
Mcl1-Noxa inh – Mcl-1/Noxa binding inhibitors, primary screen, biochemical, TR-FRET, 1536-well; Induced myeloid leukemia cell differentiation protein Mcl-1 (Homo sapiens), Q07820; TR-FRET Mcl-1/Noxa peptide binding, 2 h; inhibition, % at 21.7 µM; actives 1.5% (n = 220,000); AID 1022, 2008;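 active means compounds that cut the protein-peptide binding signal by more than 50% relative to plate controls in a single-dose test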;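 further: His-tagged Mcl-1 with rhodamine Noxa BH3 peptide and terbium anti-His antibody; 0% = Mcl-1 plus Noxa peptide wells and 100% = peptide-only wells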
Cdc42 wt GTP – modulators of GTP binding to wildtype Cdc42, primary screen, biochemical, multiplex bead flow cytometry, Bodipy-GTP. Cell division control protein 42 homolog (Homo sapiens), P60953. GST-Cdc42 beads; actives lie on both sides. AID 761, 2007. percent activity (GTP binding), % at 10 µM. actives 0.2% (n = 190,000);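 active means percent activity GTP binding at least 20 points away from the 100% baseline, either down as inhibitor or up as activator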;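 further: median bead fluorescence of bound Bodipy-FL-GTP at 100 nM; 0% = excess unlabeled GTP control and 100% = no compound control; below 100% means less GTP binding so inhibitor and above means activator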
Target sequence (P60953 whole entry, looked up): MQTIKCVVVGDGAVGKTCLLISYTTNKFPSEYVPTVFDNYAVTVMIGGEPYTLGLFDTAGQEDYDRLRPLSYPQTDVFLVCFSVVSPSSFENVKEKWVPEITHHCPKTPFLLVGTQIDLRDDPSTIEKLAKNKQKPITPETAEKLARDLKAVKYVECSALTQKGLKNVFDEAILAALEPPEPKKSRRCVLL
Mcl1-Bid inh – Mcl-1/Bid binding inhibitors, primary screen, biochemical, TR-FRET, 1536-well. AID 1021, 2008. inhibition, % at 21.7 µM. TR-FRET Mcl-1/Bid-Dy647 peptide binding. Induced myeloid leukemia cell differentiation protein Mcl-1 (Homo sapiens), Q07820. actives 0.97% (n = 220,000);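 active means compounds that cut the binding signal by more than half at the single screening dose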;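 further: His-tagged Mcl-1 with europium anti-His antibody binding Bid BH3 peptide; 0% = Mcl-1 plus peptide wells and 100% = peptide-only wells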
Rac1 act GTP bind – GTP binding modulators of activated mutant Rac1, primary screen, biochemical, bead-based flow cytometry, multiplex, fluorescent GTP | Ras-related C3 botulinum toxin substrate 1 (Homo sapiens), P63000 | GST-Rac1 activated beads; actives lie on both sides; 100% means binding = to untreated wells | percent activity (GTP binding), % at 10 µM | actives 0.11% (n = 190,000) | AID 764, 2007;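 active means GTP binding at least 20 percentage points away from the 100% baseline, in either direction, so actives lie on both sides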
Rac1 wt GTP bind – wildtype Rac1 GTP binding modulators, primary screen, biochemical, GST-Rac1 beads, flow cytometry, multiplex. Ras-related C3 botulinum toxin substrate 1 (Homo sapiens), P63000. GTP binding activity (% of control), % at 10 µM. actives 0.27% (n = 190,000). fluorescent GTP binding; actives lie on both sides; 0 = cold GTP competed, 100 = untreated;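 active means GTP binding activity at least 20 points away from the 100% control level, either lower or higher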
Numbers without * were called inactive; . = not tested or not shown.

compound | Rac1 wt GTP bind | Mcl1-Bid inh | RGS8-Gao | Pf gamet viab | HRas wt GTP | Cdc42 wt GTP | Mcl1-Noxa inh | Bim-Mcl-1 | Rab2A wt mod | Rac1 act GTP bind | Rab7 wt GTP bind
C=CCc1cccc(/C=N/c2ncccc2O)c1O | 98 | -31 | 96 | . | 101 | 100 | 19 | 1 | 99 | 97 | 102
CCOC(=O)c1cnc2nc(C(F)(F)F)[nH]n2c1=O | 100 | 26 | 102 | -2 | 98 | 98 | 14 | -1 | 98 | 97 | 96
Cc1nn(C(C)CC(=O)O)c(C)c1Br (stereo not given) | 101 | -7 | 94 | -9 | 99 | 97 | -1 | -3 | 101 | 97 | 98
Cc1sc2nc(-c3ccccc3)oc(=O)c2c1C | 100 | 10 | 105 | 30 | 96 | 96 | 13 | -3 | 95 | 96 | 99
Cc1cc(N/N=C/c2c(O)ccc3ccccc23)nc(-c2ccccc2O)n1 | 99 | -26 | 102 | 20 | 99 | 96 | 7 | -3 | 97 | 98 | 99
Cc1ccccc1-c1nc2sc3c(c2c(=O)n1N)CCCC3 | 102 | -11 | 102 | . | 98 | 98 | 5 | 3 | 97 | 99 | 101
Cc1n[nH]c(C)c1CCN(C)Cc1cn(C)nc1-c1ccccc1F | 105 | -11 | 103 | . | 100 | 100 | 7 | -2 | 99 | 95 | 106
C1=Nc2c(NCc3ccccc3)ncnc2Oc2ccccc21 | 106 | -13 | 101 | . | 99 | 101 | 9 | -3 | 99 | 97 | 101
Cc1sc2ncnc(SCc3ccco3)c2c1C | 105 | -4 | 99 | . | 100 | 98 | -11 | -6 | 98 | 95 | 98
CCCNC(=O)CN1C(=O)NC(Cc2c[nH]c3ccccc23)C1=O (stereo not given) | 98 | -49 | 100 | 18 | 100 | 100 | 0 | 0 | 100 | 98 | 108
COc1ccc2c(c1)CCC/C2=N\OC(=O)c1ccccc1F | 98 | -7 | 97 | -3 | 93 | 96 | 6 | -4 | 99 | 96 | 105
CCC(NC(=O)NC1=NCCS1)(C(F)(F)F)C(F)(F)F | 101 | -2 | 100 | . | 97 | 97 | 4 | 0 | 94 | 96 | 99
CCOc1ccc(-n2c(SCC(=O)NCc3ccco3)nc3c(c2=O)SCC3)cc1 | 96 | -22 | 98 | 23 | 97 | 94 | 4 | -2 | 95 | 92 | 93
Fc1ccc(-n2nnnc2-c2cnc(-c3cccs3)nc2C(F)(F)F)cc1 | 103 | -8 | 102 | . | 100 | 99 | 10 | -3 | 100 | 98 | 97
Nc1ccc2cn[nH]c2c1 | 101 | -10 | 82 | . | 101 | 105 | 17 | -7 | 102 | 99 | 100
COc1ccc(Cc2nnc(N/N=C/c3ccc(O)cc3)[nH]c2=O)cc1OC | 95 | -75 | 102 | 0 | 97 | 100 | -57 | -7 | 93 | 97 | 98
CCOc1ccc(CCN2CN(CC)CNC2=S)cc1OCC | 98 | -32 | 104 | -18 | 98 | 97 | 3 | 0 | 100 | 96 | 104
COC(=O)C1CCN(c2nc3ccccc3nc2C(C#N)C(=O)OCC(C)C)CC1 (stereo not given) | 96 | -6 | 99 | . | 102 | 102 | 9 | -2 | 98 | 96 | 100
Fc1ccccc1COc1ccc(Br)cc1CNCc1cccnc1 | 100 | 7 | 109 | . | 100 | 98 | 37 | 0 | 98 | 97 | 102
Cc1ccc2nc(Cl)c(CNCc3ccccc3)cc2c1 | 97 | -16 | 100 | 1 | 98 | 95 | 1 | 1 | 98 | 97 | 103
N#Cc1cnn(-c2nc(SCc3ccccc3)nc3sc4c(c23)CCCC4)c1N | 104 | -9 | 100 | 9 | 106 | 104 | -22 | 4 | 105 | 101 | 107
Cc1cc(=O)[nH]c(SCC(=O)N2CCc3ccccc3C2)n1 | 108 | -17 | 99 | . | 102 | 104 | 1 | 0 | 102 | 100 | 103
O=C(NCc1cccs1)c1ccc2c(c1)OCCO2 | 104 | -23 | 102 | . | 101 | 103 | 5 | 1 | 98 | 99 | 98
COCCNC(=O)CN(Cc1ccc2c(c1)OCO2)C(=O)CCC(=O)Nc1nccs1 | 108 | -3 | 101 | 20 | 102 | 103 | 8 | -3 | 100 | 103 | 102
CCn1c(SCC(=O)Nc2cc(OC)c(OC)c(OC)c2)nnc1-c1cccs1 | 102 | -11 | 99 | . | 97 | 99 | 3 | -3 | 98 | 98 | 99
COc1ccc2c(Cl)c(C(=O)N/N=C3\CCCC(=O)C3)sc2c1 | 99 | -86 | 99 | -17 | 102 | 102 | -4 | 2 | 105 | 101 | 100
CCN(CC)c1ccc(/C=N/NC(=O)Cc2nnc(NC(=O)Nc3ccccc3)s2)cc1 | 102 | -67 | 99 | -4 | 100 | 99 | 73* | -12 | 103 | 100 | 99
CCOC(=O)C1C(=O)C=C(/C=C/c2ccccc2)CC1c1ccc(Cl)cc1 (stereo not given) | 101 | -9 | 99 | -1 | 104 | 105 | -28 | -2 | 104 | 101 | 100
CC(=O)Nc1ccc(NC(=O)C(F)(F)F)cc1 | 99 | -27 | . | 3 | 97 | 101 | -3 | -3 | 98 | 97 | 101
S=C1NC2(CCCCC2)Nc2ccccc21 | 97 | -73 | 96 | 16 | 98 | 97 | 19 | -3 | 97 | 95 | 100
Cc1ccc(S(=O)(=O)c2nc(-c3ccco3)oc2NCC2CCCO2)cc1 (stereo not given) | 98 | -85 | 106 | -21 | 95 | 96 | 2 | 8 | 97 | 99 | 92
COC(=O)c1ccc(Oc2coc3cc(OCc4ccc([N+](=O)[O-])cc4)ccc3c2=O)cc1 | 94 | 94* | 98 | -33 | 93 | 94 | 55* | 0 | 96 | 97 | 97
Cc1ccc(C(=O)NCC(C)(C)N2CCOCC2)s1 | 105 | -4 | 99 | -10 | 104 | 105 | 8 | -2 | 102 | 100 | 102
CCOC(=O)c1cc(-c2ccc(F)cc2)n(CC(=O)N2CCCC2)c1C | 109 | -45 | 103 | -3 | 103 | 105 | 13 | 1 | 101 | 100 | 100
c1ccc2oc(NC3=NCN(CC4CCCO4)CN3)nc2c1 (stereo not given) | 99 | -23 | 99 | . | 102 | 102 | 5 | 2 | 104 | 97 | 105
Cc1ccc(C(=O)NCC(=O)N/N=C/c2sccc2C)cc1[N+](=O)[O-] | 103 | -16 | 98 | 7 | 98 | 97 | 10 | -1 | 99 | 97 | 103
Cc1ccc(C)c(N2CCN(C(=O)c3ccc(Cn4c(=S)[nH]c5ccc(N6CCOCC6)cc5c4=O)cc3)CC2)c1 | 98 | -67 | 102 | 6 | 99 | 96 | -72 | 0 | 99 | 95 | 107
CCC(C(=O)OC)n1cnc2c(nnn2-c2ccc(OC)cc2)c1=O (stereo not given) | 97 | -57 | 101 | 10 | 99 | 100 | 1 | 0 | 99 | 95 | 101
COc1ccc(CNC(=O)C(c2ccncc2)N(C(=O)Cc2cccs2)c2ccc(C)cc2)cc1 (stereo not given) | 102 | -13 | 93 | . | 98 | 99 | -8 | -1 | 97 | 97 | 96
COc1cccc(-c2cc(N3C(=O)Nc4ccccc4N3O)n[nH]2)c1 | 104 | 18 | 100 | 0 | 99 | 103 | 28 | -5 | 96 | 100 | 100
Cc1ccc(-n2c(C)c3c(C)nnc(C)c3c2C)cc1C | 103 | -92 | 108 | 3 | 105 | 109 | 1 | 0 | 101 | 98 | 103
Cc1ccc(OCC(=O)NCc2cccs2)c([N+](=O)[O-])n1 | 96 | -11 | 103 | . | 97 | 93 | 4 | 4 | 98 | 93 | 101

Compounds listed so far that contain an aryl thioether with sulfur outside any ring (5):
compound | Rac1 wt GTP bind | Mcl1-Bid inh | RGS8-Gao | Pf gamet viab | HRas wt GTP | Cdc42 wt GTP | Mcl1-Noxa inh | Bim-Mcl-1 | Rab2A wt mod | Rac1 act GTP bind | Rab7 wt GTP bind
Cc1sc2ncnc(SCc3ccco3)c2c1C | 105 | -4 | 99 | . | 100 | 98 | -11 | -6 | 98 | 95 | 98
CCOc1ccc(-n2c(SCC(=O)NCc3ccco3)nc3c(c2=O)SCC3)cc1 | 96 | -22 | 98 | 23 | 97 | 94 | 4 | -2 | 95 | 92 | 93
N#Cc1cnn(-c2nc(SCc3ccccc3)nc3sc4c(c23)CCCC4)c1N | 104 | -9 | 100 | 9 | 106 | 104 | -22 | 4 | 105 | 101 | 107
Cc1cc(=O)[nH]c(SCC(=O)N2CCc3ccccc3C2)n1 | 108 | -17 | 99 | . | 102 | 104 | 1 | 0 | 102 | 100 | 103
CCn1c(SCC(=O)Nc2cc(OC)c(OC)c(OC)c2)nnc1-c1cccs1 | 102 | -11 | 99 | . | 97 | 99 | 3 | -3 | 98 | 98 | 99

Bioassay records (PubChem)

The order is random (roughly 2.9% active in at least one column).
